From PubChem
TSG101-PTAP inh: blocks PTAP/TSG101 interaction to inhibit HIV-1 budding. Potency, µM (titrated, usually from 115 µM), without a hit: at the top dose activity change, negative = inhibition, actives largely listed as inhibitors. 340,000 tested, under 10 active. Fluorescence polarization, FITC-PTAP peptide / Tsg101 binding. AID 493005. Q99816; active means well fitted inhibition curve with a large enough effect in the main read-out, with a control signal flat, not every such curve was filed as active; inconclusive means small, poorly fitted or top-dose-only effect, or effect the other way, or a change in a side signal; inactive means no such curve, though single readings can be large or run the other way; further: potency means the concentration at half of the fitted maximal effect; % of control where 0% means no effect
Target sequence (Q99816 whole entry, looked up): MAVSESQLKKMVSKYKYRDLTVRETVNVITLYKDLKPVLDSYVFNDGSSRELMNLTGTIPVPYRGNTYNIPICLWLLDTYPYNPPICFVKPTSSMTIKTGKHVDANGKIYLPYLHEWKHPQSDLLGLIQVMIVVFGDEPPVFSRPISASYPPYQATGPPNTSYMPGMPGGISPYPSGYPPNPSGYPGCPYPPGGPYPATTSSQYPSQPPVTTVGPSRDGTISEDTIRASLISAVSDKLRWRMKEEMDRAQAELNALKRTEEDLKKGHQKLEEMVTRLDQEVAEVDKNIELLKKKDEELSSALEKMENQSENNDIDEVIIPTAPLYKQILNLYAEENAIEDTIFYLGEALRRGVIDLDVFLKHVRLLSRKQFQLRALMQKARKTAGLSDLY
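Tsg101 binding domain (10 uM final) was mixed with compound and a FITC-labeled PTAP peptide (50 nM final) in HEPES pH 7.5 buffer with NaCl, Tween 20, EDTA and TCEP; fluorescence polarization was read after 20 min at r.t.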
PKM2 act: PKM2 (human) enzyme activation; P14618; Potency, µM (highest dose often 57.5 µM), for inactives: at the top dose activation, most hits filed as activators; purified PKM2, Kinase-Glo ATP luminescence, activation; response scale: 0% is enzyme alone, no compound; AID 1631; 260,000 compounds, 0.34% hits; further: potency means the concentration at half of the fitted maximal effect; on the % scale 0 is the no-effect control and ±100 the full control effect; nearly all actives have a fitted effect of over 55% in size
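Purified hPK-M2 (>95% pure) converted ADP (0.1 mM final) to ATP with 0.5 mM PEP in 50 mM imidazole pH7.2, KCl, MgCl2, Tween 20, BSA; 1 h at room temperature. ATP detected by Kinase-Glo luminescence.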
B2AR arrestin: recruits beta-arrestin to the human beta2-adrenergic receptor; beta-arrestin recruitment to beta2AR, cell-based reporter; 330,000 compounds, 0.02% hits; Potency, µM (titrated, usually from 46.1 µM), for the others: at the highest dose activation, usual class: activators;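 further: potency means the concentration at half of the fitted maximal effect; 0% = DMSO controls and full agonism = EC100 isoproterenol or metaproterenol; nearly all actives have a fitted effect of over 65% in size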
ASM inhibitor: inhibitors of human secretory acid sphingomyelinase. P17405. placental ASM, HMU-PC fluorogenic substrate, 60 min. Potency, µM (highest dose often 57.5 µM), for inactives: at the highest dose activity change, negative = inhibition, actives largely listed as inhibitors. 340,000 compounds, 0.006% hits; further: potency means the concentration at half of the fitted maximal effect
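qHTS format. ASM enzyme prepared from human placenta hydrolyses the fluorogenic substrate HMU-PC0 (9 uM final) over 60 min at 37 °C after a 10 min compound preincubation.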
Coupling enz: inhibits coupling enzyme system, counter-screen for aldolase hits | coupling enzyme system counterscreen, AmpLite Red fluorescence | activity change, negative = inhibition, % at 58.2 µM, hits read low | 290,000 compounds, 0.67% hits | AID 2472; in the data active means activity change below about -30%; further: on the % scale 0 is the no-effect control and ±100 the full control effect
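Activity here indicates interference with the coupling reaction, not aldolase inhibition. Compounds at 57.5 uM final met coupling enzymes for 10 min at RT; substrate and AmpLite Red detection followed, with a 525/598 nm fluorescence read after 20 min.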
Menin MLL FP TR: displaces Texas Red mutant MLL peptide from human menin; Menin + Texas Red MLL mutant peptide, fluorescence polarization; Potency, µM (titrated, usually from 61.6 µM), for inactives: top-dose FP activity change, negative = inhibition, usual class: inhibitors; AID 1768; 270,000 compounds, 0.23% hits; active means well fitted inhibition curve with a large enough effect in the polarisation, with a control signal flat, not every such curve was filed as active; inconclusive means small, poorly fitted or top-dose-only effect, or effect the other way, or a change in a side signal; inactive means no such curve, though single readings can be large or run the other way; the % refers to the polarisation; further: potency means the concentration at half of the fitted maximal effect; % of control where 0% means no effect; many of its hits are not listed in these tables
Target sequence (O00255 whole entry, looked up): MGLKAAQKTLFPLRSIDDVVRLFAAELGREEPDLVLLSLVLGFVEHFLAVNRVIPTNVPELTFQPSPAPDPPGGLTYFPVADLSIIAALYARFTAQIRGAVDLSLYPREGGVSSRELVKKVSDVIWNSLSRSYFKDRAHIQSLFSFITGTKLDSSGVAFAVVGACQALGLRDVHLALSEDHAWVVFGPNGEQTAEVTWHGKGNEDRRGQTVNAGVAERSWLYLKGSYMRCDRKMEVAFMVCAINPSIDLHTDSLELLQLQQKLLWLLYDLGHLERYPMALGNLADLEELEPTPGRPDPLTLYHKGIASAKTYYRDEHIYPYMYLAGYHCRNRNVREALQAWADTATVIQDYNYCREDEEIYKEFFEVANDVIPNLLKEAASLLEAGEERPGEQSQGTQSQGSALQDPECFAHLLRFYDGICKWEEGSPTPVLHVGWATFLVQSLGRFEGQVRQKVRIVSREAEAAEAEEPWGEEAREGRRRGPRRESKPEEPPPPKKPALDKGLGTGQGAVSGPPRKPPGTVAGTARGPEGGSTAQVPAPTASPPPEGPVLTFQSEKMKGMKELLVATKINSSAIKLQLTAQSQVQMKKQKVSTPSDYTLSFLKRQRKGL
GALK inh: blocks human galactokinase activity. P51570. Purified GALK, Kinase-Glo residual ATP luminescence. Potency, µM (series often up to 57.5 µM), without a hit: at the top dose activity change, negative = inhibition, hits mostly inhibitors. 270,000 compounds, 0.007% hits; further: potency means the concentration at half of the fitted maximal effect; on the % scale 0 is the no-effect control and ±100 the full control effect
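5 nM enzyme, 35 uM ATP, 100 uM galactose, 20 mM HEPES pH8.0, 5 mM MgCl2; 1 h RT; residual ATP by Kinase-Glo Plus luminescence, qHTS format.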
Integrin act MD: activators of alpha7 integrin expression for muscular dystrophy; alpha7betagal myoblasts, beta-gal FDG fluorescence, 48 h; 350,000 compounds, 0.064% hits; Potency, µM (highest dose often 38.3 µM), without a hit: at the top dose activation, usual class: activators;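 further: potency means the concentration at half of the fitted maximal effect; 100% = response of the positive control SU9516; nearly all actives have a fitted effect of over 60% in size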
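alpha7betagal+/- myoblasts (passage 13, 250/well) treated 48 h at 37C with compounds at 1:260 dilution of DMSO stock. Lysed, then beta-galactosidase activity read as FDG fluorescence (ex 480/em 540) after 30 min, with pre-read for autofluorescence.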
Chronic BCR inh: blocks chronic active B-cell receptor signaling; ABC-DLBCL IkBa-CBG/CBR reporter, luminescence ratio, 4 h; 340,000 compounds, 0.05% hits; Potency, µM (top dose mostly 46.1 µM), without a hit: at the highest dose ratio change, negative = lower green/red ratio, usual class: inhibitors; AID 493014; active means well fitted inhibition curve with a large enough effect in the signal ratio, with a control signal flat, not every such curve was filed as active; inconclusive means small, poorly fitted or top-dose-only effect, or effect the other way, or a change in a side signal; the % refers to the signal ratio;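 further: potency means the concentration at half of the fitted maximal effect; plate controls were basal doxycycline-induced cells for no effect and cells given 10 µM MG132 for full effect; MG132 reads +100%, hits lower the ratio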
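Compounds up to 46 uM were incubated four hours with TMD8 cells whose green CBG68 luciferase is fused to IkappaBalpha; red CBR luminescence normalised the signal, and concentration-effect curves were fitted to fusion, red and ratio data.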
Tb PFK block: T. brucei PFK enzyme inhibition; T. brucei PFK, ADP-Glo luminescence; Potency, µM (highest dose often 57.5 µM), for the others: top-dose activity, negative = inhibition, most hits filed as inhibitors; 330,000 compounds, 0.17% hits;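 further: potency means the concentration at half of the fitted maximal effect; 0% = uninhibited 1x PFK enzyme wells and -100% = no-enzyme wells; nearly all actives have a fitted effect of over 60% in size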
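Luminescent ADP detection (ADP-Glo, two-step: ATP depletion then ADP-to-ATP conversion for luciferase) reported PFK activity after 45 min room-temperature reaction of 1.25 nM enzyme with 0.5 mM F6P and 0.1 mM ATP at pH 8.0.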
Giardia kill: kills Giardia lamblia | Giardia lamblia trophozoite viability | activity change, % at 7.66 µM, hits read low | 340,000 compounds, 0.15% hits; in the data active means activity change below about -80%; inconclusive means between about -30% and that limit;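 further: parasites exposed to compound for two days anaerobically before the ATP read; on the % scale 0 is the no-effect control and ±100 the full control effect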
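Giardia lamblia trophozoites (100 cells/well) were incubated with compounds for 48 h at 37 deg C under anaerobic conditions. Viability was read as ATP content by one-step luminescence after 15-30 min at room temperature.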
* marks the source's active call; other numbers are inactive results; ? = inconclusive; / = not tested or not shown; & = joins results of further samples; [ ] = another dose, or the depositor's remark. Unless noted, the call rests on the fitted dose curve; in most records, active means well fitted curve in the direction sought with a large enough effect; inconclusive means small, poorly fitted or top-dose-only effect, or another doubt; inactive means no such curve, though single readings can be large; an effect the other way counts as inactive or inconclusive. Not all compounds are listed, so the mix of outcomes need not match the whole.

Molecule	TSG101-PTAP inh	PKM2 act	B2AR arrestin	ASM inhibitor	Coupling enz	Menin MLL FP TR	GALK inh	Integrin act MD	Chronic BCR inh	Tb PFK block	Giardia kill
CCCCNC(=O)N1c2ccccc2CC1C (centres undefined)	-3%	-35%	0.2%	1%	-1	5%	-1%	0%	2%	6%	-23
Cc1ccc(NC2CCCN(C(=O)c3cccs3)C2)cc1C (centres undefined)	-7%	/	0.2%	-3%	/	/	-2%	5%	-8%	0%	18
Cc1cc(C)cc(Oc2ccccc2C=O)c1	-3%	-6%	0.1%	8%	1	-9%	-1%	-21%	?	2%	13
CC1(C(=O)OCC(=O)Nc2ncc(Cl)cc2Cl)CC1(Cl)Cl (centres undefined)	-3%	/	-0.2%	0%	/	/	/	27%	?	-1%	-4
COc1ccccc1CNC(=O)CS(=O)Cc1nc(-c2ccc(OC)c(OC)c2)oc1C (centres undefined)	-2%	/	-0.1%	4%	1	-5%	-1%	2%	?	2%	?
CCOc1ccccc1N1CCN(C(=O)c2ccc(Cl)c(S(=O)(=O)N3CCCCC3)c2)CC1	1%	/	0.2%	/	/	/	/	3%	?	6%	-8
CCc1cc(=O)[nH]c(SCC(=O)Nc2ccc3c(c2)OCCO3)n1	0%	/	0.8%	4%	/	/	/	-3%	-8%	-7%	10
S=c1[nH]nc(-c2ccncc2)n1/N=C/c1ccccc1Cl	-4%	-2%	-0.8%	0%	-1	/	-1%	?	-1%	1%	11
O=C(NNC(=O)c1ccccc1C(=O)O)c1ccc(O)cc1	-8%	-14%	0.1%	4%	1	1%	7%	-14%	/	0%	-2
Cc1ccsc1/C=N/NC(=O)C(N)=O	-2%	-8%	-0.7%	2%	0	0%	10%	2%	-12%	2%	-6
COc1cccc(C(=O)N[C@@H](CCSC)c2nc3ccccc3[nH]2)c1	-4%	8%	0.2%	2%	2	0%	-2%	4%	?	4%	11
O=c1[nH]c(/C=C\c2ccc(O)cc2)nc(O)c1[N+](=O)[O-]	-4%	-5%	0.5%	-17%	0	56%[activator]	-7%	9%	1%	19%	10
COc1ccccc1N1CC(O)=C(c2nc3ccccc3c(=O)[nH]2)C1=N	0%	13%	-0.8%	-2%	-14	-23%	0%	-23%	?	7%	-13
COc1ccc(CC(=O)NCc2nnc(SCC(=O)Nc3nccs3)n2-c2ccccc2)cc1	-1%	-1%	-0.2%	1%	1	13%	-5%	9%	?	1%	0
Cc1[nH]c(=O)c(C#N)c(C)c1CCC(=O)NCc1cccc(C(F)(F)F)c1	-6%	1%	-0.4%	5%	0	0%	7%	19%	-4%	-24%	7
O=C(Nc1cccc(F)c1)c1ccc(S(=O)(=O)NCC2CCCO2)cc1 (centres undefined)	-2%	3%	-5.5%	-2%	5	?	4%	-34%	?	0%	13
CCOC(=O)c1nnn(-c2nonc2N)c1COc1ccc(F)cc1	-1%	2%	0.0%	-4%	1	12%	3%	8%	?	2%	-3
CC1CCCCC12NC(=O)N(CC(=O)N1CCN(S(=O)(=O)Cc3ccccc3)CC1)C2=O (centres undefined)	-7%	/	0.3%	3%	/	/	/	-1%	?	14%	6
O=c1c2c3c(sc2ncn1/N=C/c1cccnc1)CCCC3	-1%	/	0.2%	0%	-1	0%	0%	7%	-16%	-1%	?
COc1ccc(OCC(O)CNS(=O)(=O)c2cccc(Cl)c2)cc1 (centres undefined)	-3%	?	0.5%	-1%	-1	/	/	4%	-1%	17%	7

Further records
Molecule	TSG101-PTAP inh	PKM2 act	B2AR arrestin	ASM inhibitor	Coupling enz	Menin MLL FP TR	GALK inh	Integrin act MD	Chronic BCR inh	Tb PFK block	Giardia kill
COC(=O)[C@@H](NC(=O)Nc1ccc(OC(F)(F)F)cc1)C(C)C	-8%	-3%	-0.9%	0%	-7	-8%	4%	-12%	1%	1%	-6
O=C(CSc1nnc(C2COc3ccccc3O2)o1)N1CCCC1 (centres undefined)	-4%	3%	0.1%	6%	-2	-4%	0%	7%	5%	-4%	10
COc1ccc(C(=O)N=C2SC3CS(=O)(=O)CC3N2c2ccccc2)cc1OC (centres undefined)	-9%	/	0.0%	-2%	1	-15%	-10%	?	-14%	14%	-4
CC1=NN(C(=O)COc2ccc(C)c(C)c2)C(O)(c2ccc(Cl)cc2)C1 (centres undefined)	-3%	5%	-0.3%	-3%	1	-13%	3%	6%	?	-2%	12
O=C(Cc1c(F)cccc1Cl)NNC(=O)c1ccc(Br)s1	-9%	/	7.8%	5%	/	/	/	7%	4%	-1%	11
O=c1cc(CN2CCN(S(=O)(=O)c3ccc4ccccc4c3)CC2)nc2sccn12	-8%	13%	-0.1%	0%	1	11%	5%	14%	-9%	-5%	-18
CC(C)c1nnc(NC(=O)c2c(O)c3cccc4c3n(c2=O)CCC4)s1	-3%	1%	-0.6%	-1%	-1	19%	-4%	13%	?	-4%	-6
COc1cccc(N2CCN(S(=O)(=O)c3c(C)[nH]c(C)c3C(=O)N3CCCCC3)CC2)c1	-7%	/	0.3%	-1%	1	10%	4%	-9%	6%	-3%	36[activator]
COc1ccccc1C(=O)N1CCN(CCNC(=O)C(=O)Nc2ccc(Br)c(C)c2)CC1	2%	/	0.0%	-2%	/	/	4%	16%	?	-2%	34[activator]
O=C(CCc1n[nH]c(=O)[nH]c1=O)N/N=C/c1ccco1	-1%	10%	0.3%	1%	-2	-3%	0%	-14%	6%	?	-3
Cc1cc(N2CCN(C(=O)/C=C/C(=O)O)CC2)c2ccccc2n1	0%	/	0.0%	2%	-13	?	3%	5%	1%	-8%	6
COc1ccc(C(C)=O)cc1COC(=O)CCC(=O)N(CC(C)C)c1c(N)n(CC(C)C)c(=O)[nH]c1=O	-1%	/	-0.3%	4%	/	/	/	0%	3%	-5%	-4
O=C(Nc1ccc(Oc2ccccc2)cc1)C1CCCO1 (centres undefined)	-1%	-5%	-0.2%	-4%	2	1%	2%	-22%	-6%	1%	-7
Cn1c(NC(=O)CCC2CCCCC2)cc(=O)n(C)c1=O	-4%	-1%	-0.6%	-6%	1	10%	2%	-2%	?	1%	?
CCOC(=O)C(CC)Sc1ccc2nnc(-c3cccnc3)n2n1 (centres undefined)	0%	-7%	-0.8%	2%	2	-27%	-1%	11%	-17%	-4%	-15&-6
CCC(=O)n1nc(NCc2ccc(OC)c(OC)c2)nc1NCc1ccc(OC)c(OC)c1	-8%	9%	0.1%	-1%	0	-2%	-2%	2%	?	0%	3
Nc1n[nH]c(S(=O)(=O)CCCc2ccccc2)n1	0%	-2%	-0.2%	-2%	1	-8%	-2%	8%	3%	0%	0
COc1ccc(CNC(=O)Cn2ccc([N+](=O)[O-])n2)cc1OC	-4%	/	0.2%	5%	0	?	/	0%	0%	0%	9
COc1ccccc1/C=C(/C(=O)OCC(=O)Nc1ccccc1C)c1ccccc1	-3%	-2%	4.9%	-8%	8	-13%	-2%	8%	8%	-1%	-24
Cc1noc(NS(=O)(=O)c2ccc(NC(=O)CSc3n[nH]c(-c4ccccc4)n3)cc2)c1C	-6%	25%	0.0%	-1%	4	25%	-4%	-5%	2%	21%	23

The list continues.
Molecule	TSG101-PTAP inh	PKM2 act	B2AR arrestin	ASM inhibitor	Coupling enz	Menin MLL FP TR	GALK inh	Integrin act MD	Chronic BCR inh	Tb PFK block	Giardia kill
CC1(C)Cc2c(ccc3ccccc23)/C(=C/C(=O)N2CCCCC2)N1	0%	2%	0.4%	-11%	1	?	-4%	-48%[inhibitor]	4%	2%	-9
COc1ccc(-n2nc(C(=O)NCC(=O)N3CCN(Cc4ccc5c(c4)OCO5)CC3)c3ccccc3c2=O)cc1OC	0%	6%	0.1%	0%	1	-12%	14%	1%	3%	-8%	-4
Cc1ccccc1N(CC(=O)NCc1ccccc1)C(=O)CCC(=O)Nc1nccs1	-6%	9%	0.2%	3%	0	-13%	-2%	-28%	?	-1%	-5
CCOc1cc(CNC2CCCC2)ccc1OCc1ccccc1Cl	-1%	-3%	0.3%	-3%	2	?	-1%	-53%[inhibitor]	?	-1%	-26
CCCCN(CC)c1nc(-c2ccncc2)nc2ccccc12	-4%	-11%	-0.1%	-1%	-1	-3%	-7%	-58%[inhibitor]	?	-16%	9
Cc1nn(-c2ccccc2)c(C)c1C(=O)Oc1ccccc1	1%	1%	0.4%	2%	-2	/	0%	-6%	?	2%	11
Cc1nn(Cc2ccccc2)c(Cl)c1/C=C/C(=O)OCC(=O)N1CCCC1=O	-1%	1%	0.1%	-1%	7	1%	0%	2%	-19%	-12%	-4
